# PLK1 PBD block – qHTS for Inhibitors of PLK1-PDB (polo-like kinase 1 - polo-box domain): Primary Screen; Plk1 PBD binding of FITC phosphopeptide, fluorescence polarization; Potency, µM, without a hit: max response, negative = inhibition, actives largely listed as inhibitors; AID 720504, 2013; 2.8% of 360,000 active; also: potency is read from the fitted curve at half-maximal effect; series mostly up to about 57 µM; % is scaled to controls: 0 for no effect and ±100 for the full control effect; nearly all actives have a fitted effect of over 65% in size
# EPAC1 agonist – qHTS for Agonist of cAMP-regulated guanine nucleotide exchange factor 3 (EPAC1): primary screen; Rap guanine nucleotide exchange factor 3 (Homo sapiens), O95398; EPAC1 agonist qHTS, biochemical assay; response scale: 100% = response to 6.5 mM cAMP; Potency, µM (doses to about 154 µM), for the others: at the highest dose activation, most hits filed as activators; 0.073% of 360,000 active; AID 720707, 2013; also: potency is read from the fitted curve at half-maximal effect; nearly all actives have a fitted effect of over 60% in size
#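 Nucleotide exchange assay: 100 nM EPAC1 with 250 nM Rap1B loaded with BODIPY-GDP and 50 uM GDP, room temperature. Fluorescence (480/540 nm) read every 5 min for 30 min; signal change normalized to 6.5 mM cAMP as full agonist.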
# PI5P4Ka inh – qHTS for Inhibitors of phosphatidylinositol 5-phosphate 4-kinase (PI5P4K). Phosphatidylinositol 5-phosphate 4-kinase type-2 alpha (Homo sapiens), P48426. PI5P4Kalpha enzyme, ADP-Glo luminescence, 60 min; hits give low values. max response, %. 1.2% of 330,000 active. AID 652105, 2013; active = max response of -50% or lower; inconclusive = between -30% and -50%; inactive = -30% or higher; also: value at the top dose of about 77 µM; % is scaled to controls: 0 for no effect and ±100 for the full control effect
#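 Single end-point luminescence (ADP-Glo) quantified ADP from PI5P4Kalpha turnover; ATP 5 microM final, 1 h at RT, 0.1% CHAPS and 0.28 mM EGTA in HEPES pH 7.4.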
# IL-2 act – qHTS of IL-2 Activators. IL-2 activation reporter assay, cell-based qHTS; stimulated with anti-CD3/CD4/CD28 beads; in transgenic mouse T cells. activation, % (series mostly up to about 46 µM). 0.065% of 360,000 active; in the data active = activation above about 50%; inconclusive = mostly about 30% to 49%; also: 0% is about no effect
#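 First, unstimulated transgenic mouse T cells were exposed to compound for 60 min. Next, anti-CD3/anti-CD4-coated beads with anti-CD28 were added. Finally, after 18 h at 37 degrees C, EGFP and DsRed were imaged.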
# WRN helicase inh – qHTS for Inhibitors of WRN Helicase; Bifunctional 3'-5' exonuclease/ATP-dependent helicase WRN (Homo sapiens), Q14191; WRN helicase unwinding, fluorescent forked duplex, kinetic; Potency, µM (top dose mostly 114 µM), inactives show at the top dose activity change, negative = inhibition, usual class: inhibitors; 0.46% of 360,000 active; AID 651768, 2012; also: potency is read from the fitted curve at half-maximal effect; % is scaled to controls: 0 for no effect and ±100 for the full control effect; nearly all actives have a fitted effect of over 55% in size
#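 Kinetic red-fluorescence monitoring (525/598 nm) tracks WRN helicase activity after 100 nM fluorophore-quencher forked duplex and 2 mM ATP are added to 20 nM enzyme pretreated 15 min at room temperature with compound.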
# aSyn rescue – qHTS of alpha-syn Inhibitors | Yeast expressing alpha-synuclein, growth rescue, BacTiter-Glo, 24 h | Potency, µM (highest dose often 46.1 µM), without a hit: at the highest dose growth rescue (activation), usual class: activators | 0.14% of 370,000 active | AID 652106, 2013; also: potency is read from the fitted curve at half-maximal effect; % of control where 0% means no effect; nearly all actives have a fitted effect of over 65% in size
#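 Rescue of yeast growth: cells expressing toxic alpha-synuclein, induced in galactose at OD600 0.02, incubated with compound 24 h at 30 C. ATP luminescence quantified growth; inhibitors of toxicity appear as activators.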
# EPAC1 antagonist – qHTS for Antagonist of cAMP-regulated guanine nucleotide exchange factor 3 (EPAC1): primary screen | Rap guanine nucleotide exchange factor 3 (Homo sapiens), O95398 | EPAC1 GEF assay, Rap1b-BODIPY-GDP exchange fluorescence | Potency, µM (series often up to 115 µM), for the others: top-dose activity change, negative = inhibition, hits mostly inhibitors | 0.14% of 360,000 active | AID 720709, 2013;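 also: potency is read from the fitted curve at half-maximal effect; plate controls were vehicle for no effect and positive control for full effect; nearly all actives have a fitted effect of over 50% in size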
# FUS yeast rescue – qHTS for Suppressors of FUS Proteinopathy: Primary screen using FUS-linked yeast assay. S. cerevisiae FUS-expressing, growth rescue, OD600, 24 h. 0.24% of 390,000 active. Potency, µM (doses to about 76.6 µM), for the others: at the highest dose growth rescue (activation), actives largely listed as activators;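 also: potency is read from the fitted curve at half-maximal effect; plate controls were DMSO vehicle for no effect and reference control for full effect; nearly all actives have a fitted effect of over 55% in size; some results filed as inactive show a strong effect at the top dose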
#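 Cultures pregrown in 2.5% raffinose medium are shifted to minimal medium containing 2% galactose to express toxic FUS. Compounds are tested at several concentrations. After 24hr at 30C, growth is quantified at 600 nm absorbance.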
# Abeta rescue – qHTS for compounds that reverse cellular toxicity of Amyloid beta (A-beta) peptide in yeast: Primary Screen. Potency, µM (titrated, usually from 46.1 µM), for the others: top-dose growth rescue, usual class: activators. yeast expressing A-beta42, growth rescue, OD600, 48 h; response scale: 0% DMSO, 100% iron-clioquinol control. 0.063% of 410,000 active; also: potency is read from the fitted curve at half-maximal effect; nearly all actives have a fitted effect of over 55% in size
#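 Growth rescue measured by 600 nm absorbance after 48 h yeast culture at 30 C with compound. Values normalized between DMSO and an equimolar ferric chloride plus clioquinol control.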
# An asterisk follows results filed as active; ? = inconclusive; . = not tested or not shown; & = joins results of further samples; [ ] = another dose, or the depositor's remark. Unless noted, calls follow the shape of the dose curve; as a rule, active = well fitted curve in the direction sought with a large enough effect; inconclusive = small, poorly fitted or top-dose-only effect, or another doubt; inactive = no such curve, though single readings can be large; an effect the other way counts as inactive or inconclusive.
compound	PLK1 PBD block	EPAC1 agonist	PI5P4Ka inh	IL-2 act	WRN helicase inh	aSyn rescue	EPAC1 antagonist	FUS yeast rescue	Abeta rescue
COC(=O)c1sccc1NC(=O)Nc1ccccc1Cl	1.0%	-6.2%	-0.7	0.5	-0.9%	-10.2%	-29.5%	17.7%	-7.8%
COCCNC(=O)c1ccc2c(c1)nc(C)n2-c1cc(OC)c(OC)c(OC)c1	-0.5%	5.9%	-5.6	-0.5	-14.4%	0.7%	0.3%	-9.2%	40.4%
COc1ccccc1C(=O)N1C(CC(=O)Nc2ccccc2C)C(=O)NC2CCCCC21 (configuration not stated)	-5.7%	10.0%	2.9	-3.5	10.0%	3.7%	6.8%	8.6%	13.4%
CCCn1nc(C(=O)NNC(=O)Cc2ccc(S(=O)(=O)N3CCOCC3)s2)c2ccccc2c1=O	-7.3%	0.6%	?	-0.9	-2.0%	-0.8%	-15.8%	39.1%	-3.2%
COc1ccc(OC)c(NC(=O)N2CCCC(CNS(=O)(=O)c3cccs3)C2)c1 (configuration not stated)	-1.4%	1.4%	4.7	-0.5	-5.8%	3.2%	-9.4%	11.8%	-2.5%
CC1=Nn2c(nnc2-c2ccccc2)SC1	-16.7%	1.8%	-0.7	-3.5	-11.6%	-3.5%	-4.9%	-47.3%	-3.8%[9.22 µM]
COCCNC(=O)C1(C)CCN(C(=O)c2ccc3sccc3c2)C1 (configuration not stated)	4.0%	-1.3%	2.0	0.7	-0.8%	-1.3%	-17.9%	-15.4%	-13.7%
Cc1cc(OCC(=O)NCCCn2ccnc2)c2c(C)cc(=O)oc2c1	-7.8%	12.8%	8.5	-1.1	-0.4%	-7.0%	-15.4%	2.0%	-4.4%
COc1cc(/C=N/NC(=O)c2ccc3c(c2)OCCO3)cc(Br)c1O	-4.3%	5.4%	-4.9	0.8	-13.2%	-2.8%	?	-12.2%	-2.6%
COc1ccccc1NCC(=O)NNCC(=O)Nc1ccc(F)c(Cl)c1	-3.1%	-6.1%	6.8	-2.0	1.4%	1.9%	20.0%	10.2%	4.3%
COc1ccc(OC)c(/C=N/NC(=O)CSc2nnc(C)n2-c2ccccc2)c1	-0.8%	1.1%	5.5	-0.2	-8.5%	-2.9%	-11.8%	-7.2%	0.0%
CC(NC(=O)COC(=O)c1cccc(S(=O)(=O)N2CCCC2)c1)c1ccccc1 (configuration not stated)	-2.9%	-4.2%	-1.8	-0.8	-13.2%	4.4%	-15.4%	4.5%	12.9%
O=C(NCc1ccc(F)cc1)c1cc(C2CCCCN2S(=O)(=O)Cc2ccccc2)on1 (configuration not stated)	-18.2%	8.4%	2.9	-0.5	2.9%	13.7%	?	?	-19.1%
CCCCS(=O)(=O)Nc1ccc(Cc2ccncc2)cc1	-7.5%	-0.8%	.	-0.1	2.6%	-2.8%	-7.4%	12.5%	10.4%
O=[N+]([O-])c1ccc(S(=O)(=O)N2CCN(c3ccccn3)CC2)cc1	-10.3%	13.0%	0.3	-0.4	-3.8%	1.3%	7.9%	-33.7%	-3.8%
COc1cccc(C(C)(O)c2nc(-c3cccc(C#N)c3)cs2)c1 (configuration not stated)	-9.4%	8.3%	11.4	-1.0	-11.1%	9.8%	-13.5%	19.4%	10.1%
CCOC(=O)Cn1ccc2cc(S(=O)(=O)N3CCCC3)ccc21	2.7%	3.9%	0.4	1.5	10.5%	-5.3%	4.3%	-11.9%	4.0%
CC(=O)c1ccc(NC(=S)NC(=O)CC(C)C)cc1	-5.1%	-3.4%	1.6	-3.1	0.1%	-6.5%	14.0%	-24.5%	17.4%
O=C(O)c1cnn(-c2ccccc2)c1C(F)(F)F	-16.0%	-2.1%	9.7	0.1	3.3%[57.1 µM]	1.8%	14.9%	7.5%	-8.6%
C=C[C@]1(C)C=C2C(=O)[C@@]3(O)OC(=O)[C@@]4(CCCC(C)(C)[C@H]34)[C@@]2(O)CC1	?	-1.2%	?	-1.1	-15.0%	-80.5%[inhibitor]	?	27.6%	-96.2%[inhibitor]
CN(C(=O)c1cccc(NC(=O)Cc2ccc(NC(=O)C3CCN(C(=O)c4ccccc4)CC3)cc2)c1)C1CCC1	-9.4%	-9.4%	-0.3	0.0	-1.7%	-4.6%	-0.8%	44.2%	-1.8%
COc1ccc(C(=O)NCC(c2ccco2)N2CCOCC2)cc1 (configuration not stated)	-14.5%	4.6%	0.9	-2.4	3.1%	-1.7%	-11.6%	-27.0%	2.5%
CS(=O)(=O)N1CCCCC1c1cc(C(=O)NCc2ccccc2)no1 (configuration not stated)	-4.5%	14.1%	-0.5	0.1	-12.7%	-2.0%	-11.7%	3.4%	-8.7%
CCC(C(=O)NC1CCCC1)N(C(=O)c1snc(C(N)=O)c1N)c1ccc(OC)cc1 (configuration not stated)	4.1%	0.1%	-2.7	-3.7	-3.6%	5.5%	-6.7%	0.3%	-3.9%
Cc1cccc(-n2c(O)c(C=Nc3c(C)n(C)n(-c4ccccc4)c3=O)c3ccccc3c2=O)n1	-20.2%&-14.1%	-0.9%&-6.1%	1.0&-4.7	0.0&-3.4	9.6%	-0.8%&-13.4%	-10.1%&8.6%	1.3%&-14.9%	-4.7%&9.6%
Cc1ccc2nc3c(cc(C(=O)NCCc4ccccc4)c(=N)n3CCCN3CCOCC3)c(=O)n2c1	1.5%	-6.8%	-1.8	-0.4	6.4%	-0.8%	-6.2%	-10.4%	-9.0%
Cc1ccc(CSc2nnc(SCC(=O)N/N=C/C=C/c3ccccc3[N+](=O)[O-])s2)cc1	-5.1%	9.4%	-17.2	2.3	-28.6%[57.1 µM]	9.0%	-16.7%	24.0%	-6.9%
CSc1nccn1CC(=O)Nc1ccc(F)cc1	-5.9%	-2.7%	1.8	2.5	4.5%	0.0%	2.9%	4.9%	10.0%
Cc1noc(C)c1CSc1nnc2cc(C)c3ccccc3n12	0.8%	-3.8%	-6.5	0.0	1.1%	3.7%	6.5%	-3.9%	-1.8%
CNc1ncnc2c1ncn2[C@H]1CN(Cc2ccc3c(c2)OCO3)C[C@@H](CO)O1	-7.8%	3.2%	2.3	3.5	-0.2%	-5.0%	-5.1%	-19.5%	-12.7%
Cc1ccc(Cl)cc1N1CCN(C(=O)C2CCC(=O)N2C(C)C)CC1 (configuration not stated)	0.7%	-1.7%	4.1	-1.3	-7.1%	2.5%	4.5%	-21.9%	3.2%
S=C(Nc1ccccc1Cl)N(Cc1ccccc1)Cc1cccnc1	-9.1%	8.7%	6.6	-1.9	-10.1%	1.2%	-12.5%	-2.4%	4.6%
O=C(COc1cc2oc(=O)c3c(c2cc1Cl)CCC3)NCC1CCC(C(=O)O)CC1 (configuration not stated)	-12.7%	1.7%	-4.1	-3.8	11.1%	2.0%	-1.6%	2.1%	-6.5%
Cc1ccc(C(=O)NC2CCN(S(=O)(=O)c3ccccc3)CC2)cc1	10.8%	-2.2%	-8.5	0.6	3.4%	1.5%	-10.4%	-10.5%	-5.0%
CC(C)(C)NC(=O)C(c1ccc(C(F)(F)F)cc1)n1c(=O)c(-c2ccccc2)nc2ccccc21 (configuration not stated)	-0.5%	-0.8%	9.2	-0.9	-0.7%	-1.3%	-1.0%	?	0.7%
Nc1ccc(Sc2ccccc2)nc1	-3.7%	4.2%	0.9	2.9	-1.8%	-6.1%	-2.9%	8.2%	-9.1%
CC1CCN(C(=S)NC2CCCCC2)CC1	-5.7%	-6.0%	.	-1.7	6.6%	-17.0%	7.5%	14.4%	17.1%
Clc1ccc(-n2ncc3c(NCc4cccs4)ncnc32)cc1	-5.6%	18.3%	1.3	-0.3	-4.1%	.	-3.7%	-0.3%	22.7%
C=CCn1c(=S)[nH]c2cc(C(=O)Nc3ccc(F)cc3)ccc2c1=O	-2.8%	6.2%	0.6	-0.9	-6.3%	-0.6%	-18.0%	13.2%	-2.9%
O=C(c1ccc2c(=O)n(CCc3ccccc3)c(=O)[nH]c2c1)N1CCN(c2ccccc2)CC1	-1.4%	-8.3%	-9.1	-1.3	-2.0%	2.8%	-5.3%	19.2%	3.6%
COc1ccccc1NC(=O)C1C2CCCCC21 (configuration not stated)	-6.0%	3.2%	0.1	-2.4	-17.1%	-4.7%	4.3%	5.6%	-21.7%
COc1cccc(C(=O)N/N=C/c2ccc(OC3CSC3)cc2)c1	-0.8%	-7.4%	5.1	1.0	5.2%	-0.3%	14.9%	15.3%	-3.9%
Cc1c(C)c2ccc(OCC(=O)N3CCN(c4cccc(Cl)c4)CC3)cc2oc1=O	-4.2%	2.8%	5.2	-0.7	0.3%	0.0%	-11.3%	-13.5%	-19.1%
Cc1c(C(=O)/C=C/N(C)C)nnn1-c1ccc(Cl)cc1Cl	-14.1%	-7.5%	-25.7	-0.3	-11.6%	-43.4%[inhibitor]	-0.3%	?	-87.2%[inhibitor]

# Ordered by molecular weight (low to high): part of the list above.
compound	PLK1 PBD block	EPAC1 agonist	PI5P4Ka inh	IL-2 act	WRN helicase inh	aSyn rescue	EPAC1 antagonist	FUS yeast rescue	Abeta rescue
Cc1c(C(=O)/C=C/N(C)C)nnn1-c1ccc(Cl)cc1Cl	-14.1%	-7.5%	-25.7	-0.3	-11.6%	-43.4%[inhibitor]	-0.3%	?	-87.2%[inhibitor]
O=C(c1ccc2c(=O)n(CCc3ccccc3)c(=O)[nH]c2c1)N1CCN(c2ccccc2)CC1	-1.4%	-8.3%	-9.1	-1.3	-2.0%	2.8%	-5.3%	19.2%	3.6%
CC(C)(C)NC(=O)C(c1ccc(C(F)(F)F)cc1)n1c(=O)c(-c2ccccc2)nc2ccccc21 (configuration not stated)	-0.5%	-0.8%	9.2	-0.9	-0.7%	-1.3%	-1.0%	?	0.7%

# Screening data from PubChem BioAssay.
